Peg3 prom inh = Peg3 promoter-driven luciferase inhibitors, primary screen, cell-based, HeLa, luciferase luminescence; inhibition, % at 20 µM; HeLa PEG-Prom luciferase reporter, overnight; 1.7% of 360,000 active;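 active = inhibition of at least 50% at 20 µM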
TRAIL sens C8 = viability loss with TRAIL in NB7+C8 cells, primary screen, TRAIL sensitizer project, cell-based, ATPlite luminescence | inhibition (viability loss, TRAIL sensitization), % at 10 µM | 1% of 360,000 active;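 active = compounds causing at least 50% loss of cell viability in the single-dose screen, relative to plate controls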
MITF TRPM1 inh = inhibitors of MITF-dependent TRPM1 promoter reporter, primary screen, cell-based, SK-MEL-5, single point, luciferase | inhibition, % at 12.5 µM | 0.83% of 330,000 active | AID 488899, 2010 | SK-MEL-5 TRPM1 promoter luciferase, 24 h;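 active = mean inhibition across replicates of 60% or more, whatever share of single replicates reaches that level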; also: values of inactives mirror those of a sister screen read the other way
Shn3 inh set2 = reduction of Shn3 3'UTR firefly luciferase signal, primary screen, Schnurri-3 inhibitor project, cell-based, Clone20 osteoblasts, set 2; inhibition, % at 12.5 µM; AID 588674, 2011; 0.52% of 360,000 active; Clone20 osteoblast Shn3 3'UTR firefly luciferase, 24 h;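 active = mean inhibition of at least 75% with every replicate also reaching 75%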;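 also: 0% = median of neutral control wells and 100% = pilot-screen positive control compound; some compounds past the cut are filed as inactive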
NR2E3 ag-1 = inhibitors of NR2E3-RetCOR corepressor binding, primary screen, NR2E3 agonist project, biochemical, TR-FRET, GST-NR2E3, biotin-RetCOR; Photoreceptor-specific nuclear receptor (Homo sapiens), Q9Y5X4; inhibition of corepressor binding, % at 4.78 µM; AID 2300, 2010; 1536-well; 0.12% of 320,000 active;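 active = percent inhibition above the cutoff of mean plus 3 SD of all tested compounds, set per screening campaign, cut at about 20% in these data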;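 also: 0% = DMSO wells and 100% = biotin wells as full block of FRET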
Target sequence (Q9Y5X4 whole entry, looked up): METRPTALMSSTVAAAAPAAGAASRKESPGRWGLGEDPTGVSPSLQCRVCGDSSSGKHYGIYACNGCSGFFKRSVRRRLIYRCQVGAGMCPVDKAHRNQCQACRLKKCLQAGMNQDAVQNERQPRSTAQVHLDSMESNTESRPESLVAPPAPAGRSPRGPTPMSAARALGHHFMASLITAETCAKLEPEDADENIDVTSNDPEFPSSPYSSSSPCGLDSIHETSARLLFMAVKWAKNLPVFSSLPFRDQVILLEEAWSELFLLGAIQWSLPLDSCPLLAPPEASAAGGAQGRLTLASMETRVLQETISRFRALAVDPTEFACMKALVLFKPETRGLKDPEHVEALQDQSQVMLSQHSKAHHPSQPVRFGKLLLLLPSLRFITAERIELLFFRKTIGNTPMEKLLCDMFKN
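Format: 1536-well format; test system: GST-NR2E3 and biotin-RetCOR proteins; read-out basis: percent inhibition of TR-FRET ratio; timing: 5 h incubation at 4 °C; detection: time-resolved FRET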
KKLEB cytotox = cytotoxicity in KKLEB CF airway cells, primary screen, cytotoxicity control for CF NF-kB inhibitor project, cell-based, uHTS, fluorescence assay plates. 0.36% of 360,000 active. activity change (cytotoxicity), % at 5 µM. KKLEB CF airway cells viability, ATPlite luminescence, overnight; stronger effect = lower value; cells stimulated with P. aeruginosa culture filtrate;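 active = corrected activity change at or below -50% at 5 µM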
TWEAK-Fn14 inh = inhibitors of TWEAK-Fn14 signaling, primary screen, luciferase reporter cells, uHTS; TWEAK-stimulated Fn14 reporter cells, luciferase luminescence, 8 h; inhibition, % at 10 µM; 2% of 360,000 active; in the data active = inhibition above about 50%
CF NFkB block = inhibitors of PAF-induced NF-kB signaling, primary screen, cell-based, GFP fluorescence, uHTS. KKLEB NF-kB-GFP reporter, GFP fluorescence overnight. 0.86% of 360,000 active. inhibition, % at 5 µM;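 active = at least 50% inhibition at 5 µM, scaled per plate between neutral and stimulator controls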;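 also: PAF is a Pseudomonas aeruginosa culture filtrate used as stimulus; plate controls were PAF-stimulated DMSO wells for no effect and unstimulated DMSO wells for full effect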
HIF-2a block = HIF-2a reporter inhibitors, primary screen, luminescence, 786-0 RCC cells; inhibition, % at 18.8 µM; 0.72% of 360,000 active; 786-0 RCC cells HIF-2a reporter, luciferase luminescence, overnight;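 active = inhibition of the luminescence signal of 40% or more relative to plate controls, in a single-dose primary screen at 18.75 µM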
TROY signal inh = inhibitors of TROY-driven NF-kB signaling, primary screen, Q293 LMP1-TROYcd cells, NF-kB luciferase, uHTS. Q293 LMP1-TROYcd NF-kB luciferase reporter, 4 h. inhibition, % at 10 µM. 0.98% of 360,000 active;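 active = compounds whose plate-normalised and pattern-corrected inhibition of the luciferase reporter signal at the single screening dose is 50% or more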
NR2E3 ag-2 = NR2E3 agonists in two-hybrid cells, primary screen, cell-based, luminescence, CHO-S, Gal4-NCOR/VP16-NR2E3; luciferase; inhibition of corepressor binding, % at 3.98 µM; 0.35% of 360,000 active; AID 602229, 2012;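 active = inhibition above the mean of all tested compounds plus 3 SD, cut at about 70% in these data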;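 also: 0% = DMSO with NR2E3 transfected cells and 100% = cells lacking NR2E3 construct; higher means lower luciferase signal from less NR2E3 corepressor binding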
Starred values were filed as active, the others as inactive; . = no result given. Some of the compounds tested, so the mix of outcomes need not match the whole.

SMILES | Peg3 prom inh | TRAIL sens C8 | MITF TRPM1 inh | Shn3 inh set2 | NR2E3 ag-1 | KKLEB cytotox | TWEAK-Fn14 inh | CF NFkB block | HIF-2a block | TROY signal inh | NR2E3 ag-2
COc1cccc(NC(=O)N2CCC(NC(=O)C(Cc3ccccc3OC)NC(C)=O)CC2)c1 (stereo unspecified) | 14 | 3 | 1 | 11 | . | -2 | -6 | -10 | 13 | -3 | -32
O=C(CSc1ccc(-c2ccccn2)nn1)Nc1nccs1 | 4 | 10 | -2 | -70 | -1 | 8 | 2 | 9 | -16 | -4 | -39
CC(C)(C)NC(=O)C(c1ccco1)N(C(=O)Cn1nnc(-c2ccc(F)cc2)n1)c1ccccc1F (stereo unspecified) | 21 | 5 | 7 | 2 | 3 | -5 | 23 | 1 | 23 | 3 | 0
CS(=O)(=O)N(CC(=O)Nc1cccc(Br)c1)Cc1ccccc1 | 14 | 11 | -6 | 8 | . | 3 | -2 | 11 | 12 | 15 | -23
O=c1cc[nH]c2c(C(F)(F)F)cccc12 | 2 | -11 | -11 | -15 | -2 | -1 | -4 | 13 | 16 | -4 | 4
CC(=O)OC1(C(F)(F)F)Oc2ccccc2NC1=O (stereo unspecified) | -7 | -3 | 8 | -1 | -2 | 6 | 3 | 22 | 11 | 19 | -16
CC(C)Nc1nc(NC(C)C)nc(N(C#N)CCOc2ccc(Cl)cc2Cl)n1 | 21 | 19 | 2 | 21 | 0 | -42 | 12 | 36 | 9 | 17 | -8
O=C(c1ccncc1)N(c1ccc2oc3c(c2c1)CCCC3)S(=O)(=O)c1ccc(F)cc1 | -2 | 0 | -1 | 0 | 6 | 14 | 29 | 48 | -24 | 29 | -23
Cc1cc2oc(=O)cc(CN(C)Cc3ccccc3)c2cc1Cl | -133 | 11 | . | -39 | . | -11 | -13 | -4 | -139 | -12 | -57
Cc1cc(C)nc(N2CCCC(C(=O)NC(C)CCc3ccco3)C2)n1 (stereo unspecified) | 12 | 2 | 13 | -33 | 1 | -9 | 17 | 7 | 13 | -2 | 5
CCOC(CCNC(=O)c1cn(CCOC)c(=O)c2c1c1ccccc1n2C)OCC | -4 | -4 | -10 | -29 | -2 | -6 | 5 | 13 | -150 | -11 | -20
N#C/C(=C/c1cccc([N+](=O)[O-])c1)c1nnc2n1CCCCC2 | 16 | 2 | 15 | 3 | 4 | -2 | 2 | 28 | 41* | -6 | 3
Cc1cc(NC(=O)CSc2nnc(C3COc4ccccc4O3)n2C)no1 (stereo unspecified) | -12 | 9 | -9 | 1 | 5 | -1 | 9 | -14 | 10 | -6 | -13
Cc1ccc(N(C(=O)Cn2nnc(-c3ccccc3)n2)C(C(=O)NC2CCCCC2)c2ccccn2)cc1C (stereo unspecified) | 13 | 2 | 7 | 23 | 3 | 18 | -9 | -17 | 11 | 2 | 23
NS(=O)(=O)c1ccc(Nc2nc(-c3ccc4ccccc4c3)cs2)cc1 | -14 | 0 | -28 | 6 | 6 | 23 | 17 | -30 | -111 | 7 | -13
NC(=O)c1cc[n+](CC(=O)NC(=O)Nc2ccccc2)cc1 | -49 | -13 | 7 | -47 | 2 | -10 | 4 | 4 | -16 | -24 | -18
Cc1cccc(NC(=S)NCC(C)CSc2ccc(Cl)cc2)c1 (stereo unspecified) | 30 | 20 | 0 | 1 | 1 | -10 | 0 | 26 | 6 | 52* | 6
CC(=O)Nc1nnc(SCC(=O)NC2CCCC2)s1 | -12 | 1 | 0 | 0 | 3 | 2 | -15 | 1 | 11 | -12 | 12
Cc1ccc2nc(/C(C#N)=C/c3ccc(-c4cccc([N+](=O)[O-])c4)o3)[nH]c2c1 | 115* | -1 | 11 | 19 | -1 | -8 | -24 | -35 | 14 | 37 | -9
CCOC(=O)[C@]12CCC=C1N(Cc1ccc3c(c1)OCO3)C(=O)[C@H](CC(=O)NCC13CC4CC(CC(C4)C1)C3)C2 | . | -12 | . | . | . | . | 23 | . | 18 | 2 | -15
O=C(Nc1ccccc1)C1CC(O)CN1S(=O)(=O)c1ccc([N+](=O)[O-])cc1 (stereo unspecified) | -26 | -2 | 2 | 5 | 6 | -7 | -2 | 6 | -17 | -20 | 7
O=C(CC[C@H]1O[C@@H](n2ccc(=O)[nH]c2=O)[C@H](O)[C@@H]1O)NCc1cccc2ccccc12 | 3 | -11 | . | 15 | . | 3 | -4 | -20 | 8 | 2 | -1
CN1CCN(C(=O)C2=C[C@@H](c3coc4ccccc4c3=O)C[C@@H](OCCCCO)O2)CC1 | -20 | -22 | -16 | -14 | -2 | -8 | 6 | -13 | 9 | -6 | 14
Cc1ccc(NS(=O)(=O)c2ccc(-c3csc(C)n3)s2)c(C)c1 | -8 | 13 | 10 | 11 | 0 | -4 | -14 | 1 | 23 | 10 | 15
COc1ccc(NS(=O)(=O)c2ccc(NC(=O)c3ccccn3)cc2)cc1 | 16 | 3 | 5 | 20 | 0 | 3 | 15 | -20 | -16 | 10 | 21
COc1ccc(S(=O)(=O)N2CCN(C(=O)c3ccco3)CC2)c(C)c1C | 20 | 12 | 15 | 20 | -2 | 8 | 11 | 2 | 30 | -13 | 5
CCN(C(=O)COc1ncnc2ccc(Br)cc12)C1CCS(=O)(=O)C1 (stereo unspecified) | 15 | 2 | 0 | 4 | 1 | 6 | -5 | -12 | 7 | -4 | -16
CNc1ccc(Br)cc(C(=O)/C=C/c2cc(OC)ccc2OC)c1=O | 26 | -12 | 52 | -42 | 0 | -12 | 7 | 10 | 43* | -22 | -21
N#Cc1nc(COc2ccc(F)cc2)oc1NCCN1CCOCC1 | 18 | -5 | 7 | -10 | 0 | 12 | 8 | -11 | 14 | -19 | -12
COc1ccc(-c2nnc(SCC(=O)NCCC(C)C)nc2-c2ccc(OC)c(OC)c2)cc1OC | 2 | -2 | -3 | 26 | -1 | 0 | -8 | 12 | -3 | -1 | -34

Compounds listed so far containing a CF3 group, in the order listed:
SMILES | Peg3 prom inh | TRAIL sens C8 | MITF TRPM1 inh | Shn3 inh set2 | NR2E3 ag-1 | KKLEB cytotox | TWEAK-Fn14 inh | CF NFkB block | HIF-2a block | TROY signal inh | NR2E3 ag-2
O=c1cc[nH]c2c(C(F)(F)F)cccc12 | 2 | -11 | -11 | -15 | -2 | -1 | -4 | 13 | 16 | -4 | 4
CC(=O)OC1(C(F)(F)F)Oc2ccccc2NC1=O (stereo unspecified) | -7 | -3 | 8 | -1 | -2 | 6 | 3 | 22 | 11 | 19 | -16

Following part
SMILES | Peg3 prom inh | TRAIL sens C8 | MITF TRPM1 inh | Shn3 inh set2 | NR2E3 ag-1 | KKLEB cytotox | TWEAK-Fn14 inh | CF NFkB block | HIF-2a block | TROY signal inh | NR2E3 ag-2
COc1cc(-c2cc(NC=O)c3ncc(-c4ccc(C(C)=O)cc4)n3c2)cc(OC)c1OC | 57* | 20 | . | 19 | . | -18 | -3 | 16 | 27 | -7 | 28
COc1ccc(C(=O)N[C@H]2COC(C)(C)O[C@H]2c2ccccc2)cc1 | -8 | -2 | 4 | -6 | 1 | -3 | 5 | 11 | -8 | -30 | -26
c1cc(CSc2nnc(-c3ccc4c(c3)OCO4)o2)ccn1 | -190 | 8 | -69 | -30 | 1 | 2 | -16 | 9 | -132 | -58 | -117
Cc1cccc(N2C(=S)N=C(Nc3c(C)cccc3C)C23CCOC(C)(C)C3)c1 (stereo unspecified) | 10 | 8 | 14 | -9 | 3 | -2 | 26 | -5 | 11 | 14 | -23
C=CCOc1nc(-c2ccccc2Cl)nc2ccccc12 | 6 | -10 | 8 | 1 | 2 | -18 | 3 | 10 | 9 | 1 | -13
Cc1ccc(Cn2c(=O)n(-c3ccccc3)c(=O)c3ccc(C(=O)NCc4ccco4)cc32)cc1 | 11 | -2 | 1 | 16 | 1 | -15 | -25 | 10 | 12 | -11 | 18
Cc1cc(NC(=O)CSCC(=O)N2CCN(c3cccc(C)c3C)CC2)no1 | 12 | -6 | -7 | 5 | 2 | 8 | 1 | -2 | 14 | 1 | 18
Cc1ccc(CN(C#N)c2nc(C)cc(C)n2)cc1 | 10 | -5 | 9 | 3 | -2 | -6 | -5 | 8 | 14 | -16 | -17
Cc1cc(/C=N/Nc2nc(N3CCOCC3)nc(N3CCOCC3)n2)c(C)n1-c1ccccc1 | 0 | 1 | -7 | 4 | -3 | 15 | -5 | -32 | 3 | -3 | 9
COc1ccc(OC)c(NC(=S)NCc2ccco2)c1 | 3 | -8 | -2 | -9 | 2 | -6 | 3 | 4 | 9 | -5 | -5
Cc1ccccc1Nc1c(-c2ccccn2)nc2c(C)cccn12 | 8 | 0 | -11 | -7 | -3 | 0 | -18 | 1 | 13 | 8 | 18
CC(C)CC(C(=O)O)N1C(=O)[C@@H]2[C@H](C1=O)[C@@H]1C[C@H]2C(Br)C1Br (stereo partly specified) | 1 | -6 | 7 | -9 | 0 | 1 | 16 | 7 | 9 | 5 | -1
Cc1c(C(=O)N/N=C/c2cccnc2)nnn1-c1nonc1N | -3 | -1 | -1 | 2 | -3 | 5 | -12 | 1 | 1 | -14 | 2
CC(C)C(=O)c1cn(CC(=O)NCC2CCCO2)c2ccccc12 (stereo unspecified) | -10 | -17 | -12 | -16 | -1 | 15 | 14 | -7 | 8 | 0 | -23
COc1cc(Cn2c3ccc(NC(=O)NCCc4ccccc4)cc3c(=O)n2C)ccc1F | -5 | 6 | . | 10 | . | -19 | 4 | 7 | -39 | -18 | -29
Cc1ccccc1C1(O)c2ccccc2-c2ccccc21 | 21 | -12 | . | 0 | . | 11 | 7 | -15 | 19 | -15 | 14
O=C(NC1CCCCC1)C(c1ccc(F)cc1)N(C(=O)Cc1ccsc1)c1ccc(F)cc1 (stereo unspecified) | 12 | -3 | -4 | 6 | 3 | -12 | -22 | -2 | 16 | -11 | -7
O=S(=O)(c1ccc2nnn(O)c2c1)N1CCCCC1 | 18 | -6 | -2 | 3 | -1 | 14 | 36 | -3 | 13 | 5 | -2
O=C1CN(CCN2CC(=O)N(Cc3ccccc3)C(=O)C2)CC(=O)N1Cc1ccccc1 | -8 | -10 | . | 18 | . | -12 | 0 | 17 | 5 | -13 | 1
CC(C)(C)CC(=O)N[C@@H](Cc1ccccc1)c1nc2ccccc2[nH]1 | 4 | 3 | 1 | 16 | 0 | 1 | 44 | 1 | 17 | -1 | -5
C/C(=N\Nc1cc(N2CCOCC2)ncn1)c1ccccc1 | -258 | 26 | -101 | -2 | -1 | -10 | 14 | 27 | -165 | -6 | -3
COc1cc(C(=O)N2CCC(O)(c3ccccc3)CC2)cc(OC)c1OC | -31 | 0 | -1 | -7 | 3 | -2 | -30 | 0 | -74 | -14 | -35
O=C(c1ccco1)N1CCN(c2ccc(F)cc2)CC1 | 18 | -6 | -2 | 0 | 1 | 0 | -6 | 11 | 18 | -1 | -1
